Compound activity (PubChem BioAssay)
Coupling enz: counter-screen for Giardia aldolase inhibitors: coupling enzyme system; 290,000 tested, 0.67% active; coupling enzyme system counterscreen, AmpLite Red fluorescence; activity change, negative = inhibition, % at 58.2 µM, hits read low; in the data active = activity change below about -30%; also: % is scaled to controls: 0 for no effect and ±100 for the full control effect
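Fluorescence at 525 nm excitation and 598 nm emission measured inhibition of the coupled detection system without aldolase. Compounds (at 57.5 uM final) were preincubated 10 min at room temperature with coupling enzyme reagent before a 20 min substrate/AmpLite Red step.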
a7 integrin act: integrin-mediated muscular dystrophy alleviation activation; alpha7betagal myoblasts, beta-gal FDG fluorescence, 48 h; Potency, µM (titrated, usually from 38.3 µM), for the others: top-dose activation, most hits filed as activators; 350,000 tested, 0.064% active;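 also: potency is read from the fitted curve at half-maximal effect; 100% = response of the positive control SU9516; nearly all actives have a fitted effect of over 60% in size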
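Alpha7betagal+/- myoblasts (passage 13) were plated 16-24 hr, then exposed to compounds (1:260 dilution of DMSO stock) for 48 hours at 37C. After MPER lysis, β-galactosidase reporter activity was read as FDG fluorescence (ex 480/em 540) after 30 minutes.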
BCR signal inh: inhibitors of chronic active B-cell receptor signaling; 340,000 tested, 0.05% active; Potency, µM (top dose mostly 46.1 µM), for inactives: top-dose ratio change, negative = lower green/red ratio, usual class: inhibitors; ABC-DLBCL IkBa-CBG/CBR reporter, luminescence ratio, 4 h; active = well fitted inhibition curve with a large enough effect in the signal ratio, with a control signal flat, not every such curve was filed as active; inconclusive = small, poorly fitted or top-dose-only effect, or effect the other way, or a change in a side signal; the % refers to the signal ratio;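 also: potency is read from the fitted curve at half-maximal effect; plate controls were basal doxycycline-induced cells for no effect and cells given 10 µM MG132 for full effect; MG132 reads +100%, hits lower the ratio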
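Cell line TMD8 (human ABC DLBCL), stably expressing tet-inducible CBG68-IkBa fusion and CBR; IMDM/0.5% FBS; cpd up to 46 uM; dox induction, 4 h, 37C/5% CO2; dual luminescence; green/red ratio; MG132 control.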
S-ASM inh: human S-ASM enzyme inhibition; AID 504937; P17405; placental ASM, HMU-PC fluorogenic substrate, 60 min; 340,000 tested, 0.006% active; Potency, µM (top dose mostly 57.5 µM), without a hit: at the top dose activity change, negative = inhibition, actives largely listed as inhibitors; also: potency is read from the fitted curve at half-maximal effect
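Fluorescence read-out (Ex 386 nm, Em 447 nm) after stopping the reaction at pH 10. Enzyme: ASM from human placenta; substrate HMU-PC0, 9 uM final; 60 min, 37 °C. Compound preincubation 10 min, ambient temperature.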
Menin MLL FP TR: inhibitors of human menin-MLL interaction, mutant MLL peptide | 270,000 tested, 0.23% active | Menin + Texas Red MLL mutant peptide, fluorescence polarization | Potency, µM (highest dose often 61.6 µM), inactives show top-dose FP activity change, negative = inhibition, most hits filed as inhibitors; active = well fitted inhibition curve with a large enough effect in the polarisation, with a control signal flat, not every such curve was filed as active; inconclusive = small, poorly fitted or top-dose-only effect, or effect the other way, or a change in a side signal; inactive = no such curve, though single readings can be large or run the other way; the % refers to the polarisation; also: potency is read from the fitted curve at half-maximal effect; % of control where 0% means no effect; many of its hits are not listed in these tables
Target sequence (O00255 whole entry, looked up): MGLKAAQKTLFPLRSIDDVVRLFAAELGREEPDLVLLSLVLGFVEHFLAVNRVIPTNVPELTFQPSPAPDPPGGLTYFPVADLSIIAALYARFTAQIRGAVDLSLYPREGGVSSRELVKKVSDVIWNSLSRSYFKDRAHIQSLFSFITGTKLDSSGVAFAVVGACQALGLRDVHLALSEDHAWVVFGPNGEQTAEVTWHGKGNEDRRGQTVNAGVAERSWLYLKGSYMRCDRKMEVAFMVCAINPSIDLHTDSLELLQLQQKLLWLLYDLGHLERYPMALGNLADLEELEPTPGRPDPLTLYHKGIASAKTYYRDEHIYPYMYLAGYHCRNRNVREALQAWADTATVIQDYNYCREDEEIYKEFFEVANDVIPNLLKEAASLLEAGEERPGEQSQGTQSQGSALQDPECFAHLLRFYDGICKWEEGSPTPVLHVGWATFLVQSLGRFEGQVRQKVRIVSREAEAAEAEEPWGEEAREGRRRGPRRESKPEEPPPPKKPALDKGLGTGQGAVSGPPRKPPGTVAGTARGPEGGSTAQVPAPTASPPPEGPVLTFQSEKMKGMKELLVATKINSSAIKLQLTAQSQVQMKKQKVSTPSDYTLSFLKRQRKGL
PKM2 activator: increases activity of human pyruvate kinase M2. purified PKM2, Kinase-Glo ATP luminescence, activation; response scale: 0% is enzyme alone, no compound. Potency, µM (titrated, usually from 57.5 µM), for the others: at the highest dose activation, most hits filed as activators. 260,000 tested, 0.34% active; also: potency is read from the fitted curve at half-maximal effect; % is scaled to controls: 0 for no effect and ±100 for the full control effect; nearly all actives have a fitted effect of over 55% in size
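ATP formation by purified human PK-M2, quantified via coupled luciferase luminescence after 1 h at room temperature with 0.1 mM ADP and 0.5 mM PEP final.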
Tb PFK inh: T. brucei PFK enzyme inhibition; Potency, µM (doses to about 57.5 µM), without a hit: top-dose activity, negative = inhibition, most hits filed as inhibitors; T. brucei PFK, ADP-Glo luminescence; O15648; 330,000 tested, 0.17% active;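 also: potency is read from the fitted curve at half-maximal effect; 0% = uninhibited 1x PFK enzyme wells and -100% = no-enzyme wells; nearly all actives have a fitted effect of over 60% in size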
Target sequence (O15648 whole entry, looked up): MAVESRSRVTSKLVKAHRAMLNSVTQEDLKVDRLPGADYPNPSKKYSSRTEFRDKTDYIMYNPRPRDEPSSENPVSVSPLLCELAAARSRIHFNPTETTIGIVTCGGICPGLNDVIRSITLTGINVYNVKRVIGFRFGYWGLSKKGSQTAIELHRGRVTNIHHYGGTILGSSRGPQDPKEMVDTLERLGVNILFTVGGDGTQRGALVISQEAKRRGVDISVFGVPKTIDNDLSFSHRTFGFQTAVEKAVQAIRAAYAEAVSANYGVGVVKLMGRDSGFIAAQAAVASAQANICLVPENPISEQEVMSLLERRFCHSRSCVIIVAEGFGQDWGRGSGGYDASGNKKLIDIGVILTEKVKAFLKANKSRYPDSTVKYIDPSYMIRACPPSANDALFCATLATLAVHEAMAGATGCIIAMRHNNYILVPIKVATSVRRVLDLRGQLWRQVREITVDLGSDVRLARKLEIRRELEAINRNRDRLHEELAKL
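1.25 nM PFK with 0.5 mM F6P and 0.1 mM ATP in 0.1 M TEA pH 8.0, 5 mM MgCl2, incubated 45 min at room temperature; ADP measured by ADP-Glo luminescence; compounds titrated up to 57 uM.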
Giardia kill: Giardia lamblia killing; AID 540267; activity change, % at 7.66 µM, hits read low; Giardia lamblia trophozoite viability; 340,000 tested, 0.15% active; in the data active = activity change below about -80%; inconclusive = between about -30% and that limit;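 also: parasites exposed to compound for two days anaerobically before the ATP read; % is scaled to controls: 0 for no effect and ±100 for the full control effect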
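Trophozoite viability was measured as ATP-dependent luminescence, read 15-30 min after reagent addition. Before that, parasites at 100 cells/well were exposed to compounds for 48 h, anaerobically, at 37 deg C.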
TSG101-PTAP inh: blocks PTAP/TSG101 interaction to inhibit HIV-1 budding; Q99816; Fluorescence polarization, FITC-PTAP peptide / Tsg101 binding; Potency, µM (highest dose often 115 µM), for inactives: top-dose activity change, negative = inhibition, actives largely listed as inhibitors; 340,000 tested, under 10 active; active = well fitted inhibition curve with a large enough effect in the main read-out, with a control signal flat, not every such curve was filed as active; inconclusive = small, poorly fitted or top-dose-only effect, or effect the other way, or a change in a side signal; inactive = no such curve, though single readings can be large or run the other way; also: potency is read from the fitted curve at half-maximal effect; % of control where 0% means no effect
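FP read-out: FITC-PTAP peptide, 50 nM final, binding Tsg101 binding domain, 10 uM final; 20 min, r.t.; 10 mM HEPES pH 7.5, 0.15 M NaCl, 0.01% Tween 20, 3 mM EDTA, 0.1 mM TCEP.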
GALK inhibitor: galactokinase (human) inhibition | P51570 | Purified GALK, Kinase-Glo residual ATP luminescence | Potency, µM (titrated, usually from 57.5 µM), for the others: at the highest dose activity change, negative = inhibition, hits mostly inhibitors | 270,000 tested, 0.007% active | AID 1868; also: potency is read from the fitted curve at half-maximal effect; % is scaled to controls: 0 for no effect and ±100 for the full control effect
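Galactose (100 uM) and ATP (35 uM) were turned over by 5 nM GALK for 1 h at RT. Kinase-Glo Plus then converted the remaining ATP into a luminescent signal.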
B2AR arrestin: agonists driving beta-arrestin recruitment to human beta2-adrenergic receptor. P07550. Potency, µM (titrated, usually from 46.1 µM), for the others: at the top dose activation, most hits filed as activators. beta-arrestin recruitment to beta2AR, cell-based reporter. 330,000 tested, 0.02% active;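 also: potency is read from the fitted curve at half-maximal effect; 0% = DMSO controls and full agonism = EC100 isoproterenol or metaproterenol; nearly all actives have a fitted effect of over 65% in size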
Numbers without * were called inactive; ? = inconclusive; . = not tested or not shown; & = joins results of further samples; [ ] = remark or other dose. Unless noted, calls follow the shape of the dose curve; as a rule, active = well fitted curve in the direction sought with a large enough effect; inconclusive = small, poorly fitted or top-dose-only effect, or another doubt; inactive = no such curve, though single readings can be large; an effect the other way counts as inactive or inconclusive. The list is partial (hit frequency here may not be typical).

SMILES	Coupling enz	a7 integrin act	BCR signal inh	S-ASM inh	Menin MLL FP TR	PKM2 activator	Tb PFK inh	Giardia kill	TSG101-PTAP inh	GALK inhibitor	B2AR arrestin
Cc1ccccc1C(=O)NCC(=O)OC(C)C(=O)Nc1ccnn1C(C)C (stereo not given)	.	0%	3%	.	.	.	-2%	10	-3%	.	-0.1%
N#C/C(=C\c1ccncc1)c1nc2ccccc2c(=O)[nH]1	-2	9%	?	-3%	10%	-2%	-13%	7	-6%	7%	-0.3%
Cc1ccc(N(C(=O)CCCC(=O)Nc2ccccn2)C(C(=O)NC2CCCC2)c2ccc(O)cc2)cc1C (stereo not given)	1	-14%	-13%	6%	5%	7%	0%	-1	0%	-2%	1.1%
O=C(N/N=C/c1ccc(OCC(=O)N2CCCC2)cc1)C(=O)NC1CC1	.	?	3%	4%	.	.	1%	-2	-4%	3%	6.7%
O=C(C/C=N\OCc1c(Cl)cccc1Cl)Oc1ccc(Cl)cc1Cl	0	22%	-5%	2%	7%	1%	-4%	-16	-1%	-1%	0.0%
CCN(CC)S(=O)(=O)c1ccc(OC)c(NC(=O)c2cccs2)c1	1	-5%	25%	1%	?	1%	-1%	-10	0%	-3%	0.0%
CCOC(=O)Cn1c2[n+](c3ccccc31)CC(O)CS2 (stereo not given)	6	2%	?	-1%	-8%	5%	3%	-15	-8%	-3%	0.1%
O=C(CNc1ccccc1F)Nc1cccc2ccccc12	-2	-1%	?	-2%	6%	-2%	-4%	-1	0%	13%	0.4%
CCOC(=O)CSc1nc2cc(C(=O)NCc3ccco3)ccc2c(=O)n1-c1ccc(F)cc1	3	3%	3%	1%	5%	4%	-8%	10	-3%	-2%	-0.3%
CN1C(=O)c2ccccc2C(C(=O)O)C1c1cccc(F)c1 (stereo not given)	3	0%	?	2%	0%	-15%	2%	-6	-2%	-1%	0.1%
O=C(Nc1ccc(OC(F)(F)F)cc1)C1CCCN(C(=O)c2ccc(Cl)cc2)C1 (stereo not given)	.	-20%	3%	-4%	.	.	-8%	-19	-5%	.	-0.2%
CC(C)c1ccc(NC2CCCN(C(=O)c3ccc(Cn4cnnn4)cc3)C2)cc1 (stereo not given)	-1	29%	-10%	-2%	-3%	.	-3%	-6	-6%	1%	-0.1%
Fc1ccccc1N1CCN(CC2CC3C=CC2C3)CC1 (stereo not given)	-1	-1%	0%	5%	1%	-1%	1%	8	0%	-1%	-0.1%
CCCC(CCC)C(=O)Nc1cccc(C(=O)O)c1	1	1%	14%	3%	-17%	2%	-4%	-11	-2%	1%	0.0%
Cc1ccc(NC(=O)CCC(=O)N/N=C/c2coc3ccccc3c2=O)cc1	1	-10%	?	2%	.	1%	3%	0	0%	-2%	-0.2%
CCn1ncc(C2=NOC(C(=O)Nc3cccc(O)c3)C2)c1C (stereo not given)	1	-12%	-11%	3%	4%	2%	-4%	13	-4%	11%	-1.1%
Cc1ccc(Cl)cc1NC(=O)CSc1nncn1-c1ccccn1	3	20%	-1%	-1%	4%	1%	0%	?	-2%	0%	-0.1%
COc1ccc(C(CNC(=O)c2ccc(Cl)c(NC(=O)c3cccs3)c2)N2CCCC2)cc1 (stereo not given)	.	-17%	11%	.	.	.	-1%	12	-3%	.	0.0%
COc1ccccc1N(CC(=O)Nc1ccccc1C)S(C)(=O)=O	1	32%	-6%	3%	-8%	7%	5%	-21	-1%	-1%	0.0%
O=C(Nc1nnc(S(=O)(=O)N2CCCCCC2)s1)c1ccccc1	-9	23%	?	-3%	16%	3%	0%	?	-1%	.	0.5%
CCCC(=O)Nc1ccc(Nc2ccccc2)cc1	2	?	0%	6%	12%	4%	4%	-20	-4%	2%	?
Cc1cc(C)n(-c2ccc(C(=O)Nc3nnc(C)s3)cc2)n1	3	11%	?	-1%	11%	-4%	4%	-6	-8%	2%	6.0%
CCCn1c(N)c(N(CCOC)C(=O)/C=C/c2cccc(Cl)c2)c(=O)[nH]c1=O	2	-16%	2%	1%	-12%	5%	0%	-14	-2%	0%	0.4%
Cn1c(-c2ccc3c(c2)OCO3)cc(=O)c2ccccc21	2&2	-3%	-26%	-1%	0%	-3%	-1%	5	1%	-4%	-0.1%
CCCCCn1c(=N)c(S(=O)(=O)c2ccc(Br)cc2)cc2c(=O)n3cccc(C)c3nc21	-2	-13%	?	29%	-2%	1%[0.46 µM]	1%	-3	-14%	0%	0.1%
SMILES	Coupling enz	a7 integrin act	BCR signal inh	S-ASM inh	Menin MLL FP TR	PKM2 activator	Tb PFK inh	Giardia kill	TSG101-PTAP inh	GALK inhibitor	B2AR arrestin
COCCNC(=O)C1CC(=O)N(C2CCCCC2)C1 (stereo not given)	5	3%	-12%	4%	-7%	-6%	-1%	7	3%	-3%	-0.2%
Cc1cc(OCC(=O)NCc2ccccn2)c2c(C)c(C)c(=O)oc2c1	.	18%	?	-1%	.	.	-4%	11	-13%	5%	0.2%
CNS(=O)(=O)c1cc(NC(=O)c2cnc(SC)n2-c2ccccc2)ccc1C	9	25%	?	-1%	8%	6%	0%	-7	-7%	3%	?
CCCc1cc(=O)[nH]c(SCC(=O)Nc2nc3ccc(OCC)cc3s2)n1	12	-7%	-4%	4%	?	-12%	-2%	12	-6%	8%	0.4%
c1ccc(-c2cc(-c3ccccc3)[nH]n2)cc1	-1	1%	?	0%	22%	.	6%	-17	-6%	0%	-0.9%
C[n+]1ccn(CC(=O)c2cc(C(C)(C)C)c(O)c(C(C)(C)C)c2)c1	0	-1%	-1%	1%	1%	-3%[11.5 µM]	-3%	-7	-6%	9%	-0.6%
O=C(NCCCN1CCCCC1)C1(S(=O)(=O)c2ccc(Cl)cc2)CC1	0	-7%	-13%	1%	0%	?	2%	-8	1%	3%	-0.3%
O=c1c(Cl)c(NCCO)cnn1-c1cccc(Cl)c1	1	?	?	6%	-17%	-10%	2%	2	-1%	1%	0.1%
COc1ccc(NC(=O)C2CC(c3cccc(Br)c3)=NO2)cc1OC (stereo not given)	2	18%	9%	-4%	-2%	4%	-2%	6	-2%	1%	0.5%
CCCS(=O)(=O)N1CCCC(C(=O)Oc2ccc(C)c(C)c2)C1 (stereo not given)	1	26%	5%	-1%	-3%	5%	0%	0	0%	-1%	2.8%
COc1ccc(N(Cc2ccccc2)S(=O)(=O)c2cccc(C(=O)O)c2)cc1	27	-16%	10%	5%	.	0%	2%	-17	0%	-4%	0.4%
O=C(/C=C/Nc1ccccc1)c1cnc(-c2ccccc2)s1	-3	17%	12%	-1%	?	5%	2%	0	1%	-4%	-0.5%
COc1ccc(NC(=O)[C@@H]2CCCN2C(=O)[C@@H]2Cc3ccccc3CN2C(=O)OC(C)(C)C)cc1	.	-19%	7%	-3%	.	.	1%	-9	2%	-6%	1.1%
CCCOc1ccccc1OCC(=O)Nc1ccc(S(=O)(=O)N2CCCCC2)cc1	.	4%	?	-1%	.	.	-2%	-2	0%	.	-0.3%
COc1ccccc1N1C(=O)c2ccc(C(=O)Nc3cccc(C(C)=O)c3)cc2C1=O	1	12%	0%	-4%	?	.	-4%	8	-1%	1%	0.3%
Cc1ccc(-c2csc(NC(=O)CSC3=NCCS3)n2)cc1	-8	-51%[inhibitor]	?	-11%	-16%	1%	0%	-3	0%	-2%	0.2%
Cc1cc(-c2ccccc2)nc(=O)[nH]1	2	-4%	3%	-1%	0%	0%	3%	-3	-3%	6%	-2.8%
COCCCNc1nc2nonc2nc1N1CCN(Cc2cccc(C)c2)CC1	0	4%	11%	47%[activator]	-4%	2%	2%	48[activator]	-9%	0%	5.0%
CC1CCN(C(c2ccc(N(C)C)cc2)c2nnnn2Cc2ccccc2)CC1 (stereo not given)	2	2%	-2%	0%	-13%	-4%	1%	5	-3%	-3%	0.2%
Cc1ccc(NC(=O)CN2CCCCCC2)cc1[N+](=O)[O-]	0	10%	1%	-9%	-2%	-2%	-7%	1	1%	-4%	0.4%
CCOC(=O)N1CCN(S(=O)(=O)c2ccc(C(=O)Nc3sc4c(c3C(=O)OC)CCN(C)C4)cc2)CC1	.	-56%[inhibitor]	-6%	4%	.	-7%	1%	31[activator]	2%	-4%	-0.5%
